# miR-122 sensor: miR-122 inhibition in Huh7 cells; AID 602342; 340,000 tested, 0.3% active; activation (reporter increase), % at 12.5 µM; Huh7 miR-122 Renilla luciferase sensor, 48 h; neutral wells = 0, positive control = 100;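 active = mean replicate activation score at least 90 and every replicate individually at or above 90; inconclusive = only one of the two criteria met; inactive = neither criterion met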;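 also: higher luciferase means less miR-122 activity so hits act as miR-122 inhibitors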
# EWS-Fli inh: inhibitors of EWS/Fli oncoprotein transcriptional activity; A673 NR0B1-luciferase reporter, viability-normalised; inhibition, % at 12.6 µM; 350,000 tested, 0.67% active;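 active = mean inhibition of at least 50% after viability correction, with every replicate also passing that limit; inconclusive = mean reaches 50% but only one of two replicates passes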;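 also: firefly luciferase signal divided by Alamar Blue viability fluorescence both relative to DMSO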
# CFTR F508del cor: correctors of CFTR F508del function in bronchial epithelial cells. CFBE cells, YFP halide quenching; stimulated with forskolin plus potentiator P3; % fluorescence drop versus neutral controls. activity (quench increase), % at 7.58 µM. 350,000 tested, 0.36% active. AID 720511;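 active = mean added fluorescence quench of at least 8% versus neutral control, with both replicates also reaching 8%; inconclusive = only one of the mean or replicate conditions met; inactive = mean below 8% and not both replicates reaching 8%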;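 also: cells transiently co-express mutant CFTR-F508del with the halide-sensitive YFP; corrector assay measuring rescue of mutant channel to the surface after 24 h compound exposure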
# PAX8 reporter: PAX8 transcriptional activity inhibition | RMG-I TPO-luciferase reporter, SteadyGlo, 24 h | inhibition, % at 12.6 µM | 360,000 tested, 1.2% active;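 active = mean replicate inhibition at least 60% with every replicate also reaching 60%; inconclusive = only one of the two criteria is met; inactive = mean below 60% and not all replicates reaching 60%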;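 also: luciferase light reporting Pax8 driven TPO promoter activity; plate controls were median of neutral control wells for no effect and mitoxantrone controls for full effect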
# FN deposit inh: fibronectin deposition inhibition. AH1F fibroblasts, Alexa488-fibronectin deposition fluorescence, overnight. inhibition, % at 12.6 µM. 350,000 tested, 0.086% active. AID 743247;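 active = mean inhibition across replicates of 30% or more, regardless of how many single replicates reach that level; inconclusive = mean under 30% yet at least half of replicates reach 30%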;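 also: positive control wells lacked labelled fibronectin entirely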
#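 Material – AH1F fibroblast monolayer, labelled fibronectin deposition · Reagent – labelled fibronectin 24 nM · Timing – 1 h adhesion, overnight exposure · Measured by – fluorescence at 485 nm excitation, 525 nm emission · Read-out – inhibition of fibronectin deposition signal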
# DENV2 CPE rescue: protects cells from dengue virus 2 cytopathic effect | CPE inhibition, % at 9.99 µM | DENV2-infected cells, cytopathic effect rescue, plate reader | 350,000 tested, 1.7% active; in the data active = CPE inhibition above about 20%, passing the limit was not always enough; inconclusive = no clear call, values can overlap the other calls; tested in BHK-21 cells;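 also: 0% = median of neutral control wells and 100% = median of positive control wells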
# GSIS activator: GLuc luminescence reporter in INS-1E cells, primary screen for activators of glucose-dependent secretion of insulin | INS-1E GLuc reporter insulin secretion, 2-3 h | activation, % at 16.6 µM | 370,000 tested, 0.61% active;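 active = lowest replicate activation of at least 40%, so every replicate reaches that level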;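 also: 0% = median of neutral control wells and 100% = median of IBMX positive control wells; some compounds called inactive have numbers as strong as hits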
# Numbers without * were called inactive; ? = inconclusive; . = no result given; [ ] = another dose, or the depositor's remark.
smiles	miR-122 sensor	EWS-Fli inh	CFTR F508del cor	PAX8 reporter	FN deposit inh	DENV2 CPE rescue	GSIS activator
O=C(/C=C/c1ccccc1)N(Cc1cccs1)C1CCS(=O)(=O)C1 (configuration not stated)	0.0	6.6	-2.7	-18.8	-2.8	0.9	-2.2
O=C(NCc1ccccc1)c1ccc(NC(=O)C2CCCC2)cc1	0.7	-21.6	3.3	-13.7	4.7	-0.1	-1.0
CCc1cccc(C)c1NC(=O)N(C)C1CCCCC1	-0.9	7.8	-0.7	-2.6	0.3	17.6	10.0
COc1ccc(NC(=O)COC(=O)COc2cccc3c2OC(C)(C)C3)cc1	.	-2.6	-0.1	-10.7	4.9	9.1	-0.3
N#C[C@H]1[C@H](c2ccc(C3=CCCCC3)cc2)[C@@H](CO)N1C(=O)c1cccc(F)c1	.	9.1	5.7	9.3	-8.8	2.9	-15.8
Cc1cc(Cl)c(S(=O)(=O)NC(C)C)cc1OCC(N)=O	.	1.2	.	-0.5	5.3	0.3	.
C/C(=N/NS(=O)(=O)c1cc(C)ccc1C)c1ccc2c(c1)OCO2	28.8	-5.6	-2.4	0.8	8.5	-8.1	-7.6
COc1ccc(CCNC(=O)C2CCCN(S(=O)(=O)c3ccccc3)C2)cc1 (configuration not stated)	-0.7	9.3	0.1	13.6	11.3	5.5	-9.6
O=C(N/N=C/c1sc(N2CCOCC2)nc1-c1ccccc1)c1ccc(O)cc1	.	10.4	2.7	-10.8	14.7	-4.4	-0.9
COCCn1c(N)c(N(Cc2ccccc2)C(=O)COc2ccc(F)cc2Cl)c(=O)[nH]c1=O	-1.3	-7.9	0.4	.	0.1	-0.8	3.8
CCCC(=O)Nc1ccc2c(c1)OC[C@H](C)N(C(=O)CC)C[C@H](C)[C@H](OC)CN(C)C2=O	-7.9[16.7 µM]	4.9	-2.0	2.6	-4.6	2.7	9.3
Cn1cnnc1Sc1ccc(C(=O)OCC(=O)Nc2cc(Cl)cc(Cl)c2)cc1[N+](=O)[O-]	-3.2	.	.	-12.5	-8.0	.	-34.7
COCC(=O)N1C[C@@H]2[C@H](c3ccccc31)[C@H](CO)N2C(=O)c1ccncc1	3.8[16.7 µM]	4.0	-0.1	6.8	.	0.3	0.3
CCc1noc(C)c1C(=O)Nc1nc(-c2ccccc2)c(C(C)=O)s1	.	7.4	0.6	-1.7	13.0	7.5	-24.0
C[C@H]1CN([C@@H](C)CO)C(=O)c2c(c3ccccc3n2C)-c2ccccc2CO[C@@H]1CN(C)S(=O)(=O)c1cccc(C#N)c1	.	-9.0	-0.4	2.9	-11.8	-2.4	-20.4
S=c1[nH]c2cc(Br)cnc2[nH]1	.	4.5	1.4	4.6	-6.4	-2.2	.
CC(C)=CCC/C(C)=C/CNC(=O)C[C@H]1C[C@H](C(=O)N2CCOCC2)[C@@]2(CCC3CCCC3)c3[nH]c4cc(CCC(=O)N(C)C)ccc4c3CCN2C1=O	.	16.9	0.8	?	-0.4	6.2	-42.7
Cc1c(NC(=O)CN2C(=O)c3cccc4cccc2c34)c(=O)n(-c2ccccc2)n1C	-4.7	.	.	4.5	-6.1	.	.
CCN(CC)S(=O)(=O)c1ccc(N2CCOCC2)c(NC(=O)c2[nH]c(C)c(C(C)=O)c2C)c1	13.3	38.5	-6.5	-15.9	6.0	2.6	-28.6
CC(C)(C)c1ccc2c(c1)OCC(C(=O)O)O2 (configuration not stated)	1.9	.	.	2.1	-8.2	.	.
CCCC#Cc1cnc2c(c1)C(=O)N([C@H](C)CO)C[C@H](C)[C@@H](CN(C)C(=O)Nc1ccc(OC)cc1)O2	-6.4[16.7 µM]	-4.4	0.4	.	-6.1	5.5	-4.0
Cn1cnc(S(=O)(=O)N2CCN(c3cccc(C(F)(F)F)c3)CC2)c1	-2.0	7.7	-2.2	-7.7	-12.0	-3.6	-2.5
Cc1cccc(N2C(=O)c3cccc4cccc(c34)C2=O)c1	-7.3	-6.0	1.5	9.7	-0.6	3.6	27.0
CC(=O)Nc1ccc(S(=O)(=O)NCC(=O)OCC(=O)c2ccc[nH]2)cc1	.	-5.6	-4.3	-2.5	5.5	1.8	1.2
COc1ccc(C2=NN(C(C)=O)C(c3cccs3)C2)cc1OC (configuration not stated)	-7.7	-13.3	5.6	-17.5	9.7	1.8	75.6*
CC(NS(=O)(=O)c1ccc(OCC(=O)NCc2cccnc2)cc1)c1ccccc1 (configuration not stated)	4.7	-3.1	-0.3	-8.5	-11.5	?	15.0
CCN1C[C@@H]2[C@@H]3C(=O)N(Cc4ccccc4)C(=O)[C@@H]3[C@](CC)(C(=O)OC)N2C1=NCc1ccccc1	-5.4	-1.1	2.5	0.0	1.6	-2.6	12.1
CN(CCC1CCCCO1)C(=O)CCc1nnc(Cc2c[nH]c3ccccc23)o1 (configuration not stated)	2.9	.	-0.4	-0.3	7.0	-1.0	18.5
Cc1ccc(S(=O)(=O)N2CC[C@@H]3[C@H]2c2cc(-c4cccc(C#N)c4)ccc2N(C)[C@H]3CO)cc1	-4.0[16.7 µM]	-1.1	3.2	8.8	11.8	1.5	0.8
C[C@H]1CN([C@@H](C)CO)C(=O)c2cc(NC(=O)Cc3cn(C)c4ccccc34)ccc2O[C@@H]1CN(C)Cc1ccncc1	2.7[16.7 µM]	.	-2.5	25.2	.	?	-5.2

# Random excerpt: 2 entries already listed.
smiles	miR-122 sensor	EWS-Fli inh	CFTR F508del cor	PAX8 reporter	FN deposit inh	DENV2 CPE rescue	GSIS activator
COc1ccc(CCNC(=O)C2CCCN(S(=O)(=O)c3ccccc3)C2)cc1 (configuration not stated)	-0.7	9.3	0.1	13.6	11.3	5.5	-9.6
O=C(/C=C/c1ccccc1)N(Cc1cccs1)C1CCS(=O)(=O)C1 (configuration not stated)	0.0	6.6	-2.7	-18.8	-2.8	0.9	-2.2

# Next section
smiles	miR-122 sensor	EWS-Fli inh	CFTR F508del cor	PAX8 reporter	FN deposit inh	DENV2 CPE rescue	GSIS activator
CCNC(=O)C[C@@H]1CC[C@@H]2[C@H](COc3ccc(NC(=O)Nc4cccc(OC)c4)cc3C(=O)N2C)O1	-3.3[16.7 µM]	-10.6	1.2	-10.6	1.7	-5.3	9.4
CCN(CC)CC(O)Cn1c(C)c(-c2ccccc2)c2cc([N+](=O)[O-])ccc21 (configuration not stated)	-8.4	24.2	4.1	-7.9	8.0	-0.9	-26.4
O=S(=O)(NCCN1CCCC1)c1ccc(Br)cc1	.	0.0	-0.2	8.4	3.4	2.3	-0.4
O=C1C(Nc2ccccc2)=C(NS(=O)(=O)c2ccccc2)C(=O)c2ccccc21	3.8	.	.	9.2	-3.6	.	2.1
COc1ccccc1CNC(=O)C[C@H]1CC[C@H]2[C@@H](COC[C@H](O)CN2Cc2cccc(-c3ccncc3)c2)O1	-0.3[16.7 µM]	13.3	-0.4	21.3	1.7	-2.5	-3.0
COc1ccc(C(CNC(=O)c2cc(S(=O)(=O)N3CCCC3)ccc2Cl)N2CCCC2)cc1 (configuration not stated)	-1.8	7.7	-1.3	9.6	3.0	-0.6	-19.5
CCc1c(C)nc2c(-c3ccccc3)c(-c3ccccc3)[nH]n2c1=O	.	8.6	0.6	6.4	12.9	-0.3	2.4
CC(=O)c1cccc(-c2ccnc3c2CC(C(=O)Nc2cccc(C(F)(F)F)c2)O3)c1 (configuration not stated)	1.1	23.5	-2.6	-1.4	8.0	-4.3	-54.5
C/C(O)=C(/N=O)C(=O)Nc1ccccc1	-0.5	-3.3	-2.2	.	.	-3.6	35.4
COc1ccc(CC(=O)Nc2ccc(C(=O)O)cc2NC(=O)Cc2ccc(OC)cc2)cc1	.	5.1	0.1	3.5	-1.6	.	-6.0
CC1CN(S(=O)(=O)c2ccc(Cl)c(S(=O)(=O)N3CC(C)OC(C)C3)c2)CC(C)O1 (configuration not stated)	-17.9	.	.	10.0	5.7	.	.
CN1CCN(NC(=O)C2CC2)CC1	-6.2	.	.	-0.3	1.0	.	0.3
CCOC(=O)C1(CCCc2ccccc2)CCN(C(=O)Cc2nonc2C)CC1	.	-1.9	0.1	31.1	0.5	-3.7	-13.1
O=C(COc1cccnc1[N+](=O)[O-])N1CCc2ccccc2C1	.	-9.3	4.1	-2.7	-0.9	0.7	12.2
CC(C)CNC(=O)C1(C)CCCN1C(=O)c1cccnc1 (configuration not stated)	-6.0	-12.6	5.4	.	-3.8	4.9	-1.8
COc1ccc(C(C)(O)c2nc(-c3ccc(Cl)cc3)cs2)cc1 (configuration not stated)	0.0	20.9	0.2	13.9	5.7	-13.9	-9.0
CNC[C@H]1OCCCC[C@@H](C)Oc2ccc(NC(=O)Nc3ccc(F)cc3)cc2C(=O)N([C@H](C)CO)C[C@@H]1C	4.4[16.7 µM]	-4.1	-0.8	-9.7	.	.	0.0
CSCC[C@@H](C(=O)Nc1ccc2c(c1)OCCO2)N1Cc2ccccc2C1=O	6.2	-17.0	-1.4	-54.6	-2.7	5.9	-12.6
COc1ccc(S(=O)(=O)Nc2ccc3c(c2)C(=O)N([C@H](C)CO)C[C@H](C)[C@@H](CN(C)C(=O)C2CCCCC2)OCCCC[C@H](C)O3)cc1	-7.1[16.7 µM]	3.9	-0.8	-6.5	.	-3.1	-28.6
Fc1ccccc1Oc1nc(-c2ccncc2)nc2ccccc12	.	17.1	-1.5	15.9	6.2	-9.4	.
Cc1ccc(C(=O)CN(CCC(=O)O)C(=O)c2ccncc2)cc1	-3.4	-26.9	3.4	-13.2	5.2	?	7.3
N/C(=N\OC(=O)COc1ccc2ccccc2c1Br)c1cccnc1	.	-2.5	0.3	-25.8	13.5	?	8.7
Cc1ccc(S(=O)(=O)Nc2ccc3c(c2)C(=O)N([C@@H](C)CO)C[C@H](C)[C@H](CN(C)S(=O)(=O)c2cn(C)cn2)O3)cc1	-8.5[16.7 µM]	-2.1	0.2	10.5	.	1.6	14.1
COc1ccccc1-c1ccc([C@H]2[C@H](CO)N3CCCCN(C(=O)NC4CCCC4)C[C@@H]23)cc1	-6.7[16.7 µM]	-1.0	-0.4	-0.4	.	-1.1	-22.8
CCOc1cc(/C=N/NC(=O)c2ccccn2)ccc1OC(=O)c1ccc(F)cc1	3.8	.	2.6	.	-6.3	-3.2	-14.0
COCCNC(=O)C[C@@H]1CC[C@@H]2[C@H](COc3ccc(NC(=O)Nc4ccccc4)cc3C(=O)N2C)O1	-4.5[16.7 µM]	5.3	-0.8	-22.7	-0.4	0.3	2.8
CC(C)NC(=O)Nc1cccc2c1O[C@@H](CN(C)Cc1ccc3c(c1)OCO3)[C@@H](C)CN([C@@H](C)CO)C2=O	.	-2.2	-0.3	3.7	5.9	1.9	12.1
COc1cc(C=C2C(=O)c3ccccc3C2=O)cc(OC)c1OC	-7.0	15.8	0.5	15.0	-8.9	6.9	4.9
COc1cc(NC(=O)c2ccc3c(c2)OCO3)ccc1NC(=O)C(C)C	2.7	.	.	-33.0	-4.9	.	28.6
O=C(Nc1cc(S(=O)(=O)Nc2ccccc2F)ccc1Cl)c1ccc(F)cc1F	?	6.2	1.1	15.3	4.2	-5.3	14.7
CN(C(=O)COC(=O)C1=COCCO1)c1c(N)n(Cc2ccccc2)c(=O)[nH]c1=O	.	-3.1	-0.9	-2.7	1.2	-1.2	21.7
O=C(Nc1c(-c2ccc3c(c2)OCO3)[nH][nH]c1=O)c1ccccc1	-3.6	-17.8	2.5	-20.5	-1.8	13.0	2.8
O=C(CC1C(=O)NCCN1Cc1cccc(Oc2ccccc2)c1)NCCc1cnccn1 (configuration not stated)	0.0	0.1	3.7	-9.4	-10.2	-8.2	-25.7

# High-throughput results: PubChem, Broad Institute

# Random draw from the library; 3.9% or so of the library scored in one or more.
